Assay outcomes: PubChem BioAssay, National Center for Advancing Translational Sciences (NCATS)
GLP-1R inv ag – inverse agonists of human GLP-1 receptor; P43220; HEK293 GLP-1R CRE-luciferase, luminescence, 24 h; GLP-1R form is constitutively active; Potency, µM (doses to about 38.3 µM), inactives show at the highest dose activity change, negative = inhibition, hits mostly inhibitors; 1.6% of 410,000 active; AID 624417; further: potency means the concentration at half of the fitted maximal effect; on the % scale 0 is the no-effect control and ±100 the full control effect; nearly all actives have a fitted effect of over 55% in size
Target sequence (P43220 whole entry, looked up): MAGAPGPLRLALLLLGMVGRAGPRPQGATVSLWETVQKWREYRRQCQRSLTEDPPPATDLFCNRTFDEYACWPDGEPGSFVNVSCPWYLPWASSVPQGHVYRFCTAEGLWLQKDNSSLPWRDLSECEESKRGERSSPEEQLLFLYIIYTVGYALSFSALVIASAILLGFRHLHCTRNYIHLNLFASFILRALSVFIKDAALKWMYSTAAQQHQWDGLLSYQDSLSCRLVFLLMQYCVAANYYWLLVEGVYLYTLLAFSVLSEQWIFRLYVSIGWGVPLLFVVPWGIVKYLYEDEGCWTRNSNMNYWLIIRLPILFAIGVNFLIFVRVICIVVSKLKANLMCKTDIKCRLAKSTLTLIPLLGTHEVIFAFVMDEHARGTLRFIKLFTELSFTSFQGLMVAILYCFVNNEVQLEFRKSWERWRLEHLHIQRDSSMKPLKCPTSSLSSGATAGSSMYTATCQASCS
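Inverse agonists were sought by their lowering of basal cAMP reporter luciferase output in HEK293 cells stably carrying constitutively active human GLP-1R, after 24 h compound treatment.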
PLK1 PBD block – blocks phosphopeptide binding to human PLK1 polo-box domain | P53350 | Plk1 PBD binding of FITC phosphopeptide, fluorescence polarization | Potency, µM, for the others: max response, negative = inhibition, most hits filed as inhibitors | 2.8% of 360,000 active | AID 720504; further: potency means the concentration at half of the fitted maximal effect; series mostly up to about 57 µM; on the % scale 0 is the no-effect control and ±100 the full control effect; nearly all actives have a fitted effect of over 65% in size
GLP-1R agonist – GLP-1 receptor (human) agonism. AID 624172. Potency, µM (highest dose often 45.6 µM), for the others: at the top dose activation, hits mostly activators. HEK293 GLP-1R CRE-luciferase, luminescence, 4-6 h; cells express a hypersensitive GLP-1R form. 0.007% of 380,000 active; further: potency means the concentration at half of the fitted maximal effect; % of control where 0% means no effect
IL2 activator – activators of IL-2; IL-2 activation reporter assay, cell-based qHTS; stimulated with anti-CD3/CD4/CD28 beads; in transgenic mouse T cells; 0.065% of 360,000 active; activation, % (series mostly up to about 46 µM); in the data active means activation above about 50%; inconclusive means mostly about 30% to 49%; further: 0% is about no effect
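Unstimulated transgenic mouse T cells preincubated 60 min with compound, then stimulated with anti-CD3/anti-CD4-coated beads plus anti-CD28 for 18 h at 37 degrees C. IL-2 response read as EGFP and DsRed fluorescence by plate cytometry.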
EPAC1 antag – antagonists of human EPAC1. 0.14% of 360,000 active. O95398. AID 720709. Potency, µM (series often up to 115 µM), for inactives: at the highest dose activity change, negative = inhibition, actives largely listed as inhibitors. EPAC1 GEF assay, Rap1b-BODIPY-GDP exchange fluorescence;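 further: potency means the concentration at half of the fitted maximal effect; plate controls were vehicle for no effect and positive control for full effect; nearly all actives have a fitted effect of over 50% in size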
HEK293 tox – cytotoxicity in counter-screen for GLP-1R inverse agonists | Potency, µM (titrated, usually from 38.3 µM), without a hit: at the highest dose activity change, negative = inhibition, actives largely listed as inhibitors | HEK293 cAMP-luciferase reporter cells, luminescence, 24 h | AID 624418 | 0.13% of 410,000 active;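 further: loss of luciferase light is scored as toxicity; potency means the concentration at half of the fitted maximal effect; on the % scale 0 is the no-effect control and ±100 the full control effect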
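Seeding density was 200 cells/uL; after overnight-length (12 h) culture, 23 nL compounds went on for 24 h at 37 °C. Readout used a luciferase detection reagent, luminescence taken after 12 min at room temperature.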
EPAC1 ag – EPAC1 (human) agonism. O95398. EPAC1 agonist qHTS, biochemical assay; response scale: 100% = response to 6.5 mM cAMP. Potency, µM (titrated, usually from 154 µM), inactives show at the highest dose activation, actives largely listed as activators. 0.073% of 360,000 active. AID 720707; further: potency means the concentration at half of the fitted maximal effect; nearly all actives have a fitted effect of over 60% in size
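Read-out is the fluorescence drop as BODIPY-GDP leaves Rap1B (480 nm excitation, 540 nm emission), recorded every 5 minutes over 30 minutes. Reactions held 100 nM EPAC1, 250 nM Rap1B–BODIPY-GDP and 50 uM GDP, with 6.5 mM cAMP setting full activation.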
PI5P4Ka inh – blocks human PI5P4K alpha kinase activity; max response, %; PI5P4Kalpha enzyme, ADP-Glo luminescence, 60 min; hits give low values; AID 652105; 1.2% of 330,000 active; P48426; active means max response of -50% or lower; inconclusive means between -30% and -50%; inactive means -30% or higher; further: value at the top dose of about 77 µM; on the % scale 0 is the no-effect control and ±100 the full control effect
Target sequence (P48426 whole entry, looked up): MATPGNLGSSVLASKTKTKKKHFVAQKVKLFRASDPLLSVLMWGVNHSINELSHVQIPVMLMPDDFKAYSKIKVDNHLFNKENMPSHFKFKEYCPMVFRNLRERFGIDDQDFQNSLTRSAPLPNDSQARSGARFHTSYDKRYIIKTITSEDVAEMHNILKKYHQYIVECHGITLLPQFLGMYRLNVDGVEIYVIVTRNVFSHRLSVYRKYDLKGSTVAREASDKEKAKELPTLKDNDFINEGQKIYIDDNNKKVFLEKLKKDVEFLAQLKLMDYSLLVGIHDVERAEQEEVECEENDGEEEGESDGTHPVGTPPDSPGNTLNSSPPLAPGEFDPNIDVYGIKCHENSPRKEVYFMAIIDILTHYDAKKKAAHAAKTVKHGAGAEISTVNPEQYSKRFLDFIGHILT
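ADP-Glo luminescence end-point after a 60 min room-temperature kinase reaction. PI5P4Kalpha and substrate in HEPES pH 7.4 buffer with EGTA, 0.1% CHAPS and 5% DMSO; ATP at 5 microM final.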
PTHR1 agonist – agonists of human PTHR1 parathyroid hormone receptor; Q03431; Potency, µM (titrated, usually from 115 µM), without a hit: at the top dose activation, actives largely listed as activators; HEK293 GP2 PTHR1 cells, GloSensor cAMP luminescence, 1 h; 0.075% of 410,000 active; further: potency means the concentration at half of the fitted maximal effect; nearly all actives have a fitted effect of over 55% in size; some results filed as inactive show a strong effect at the top dose; inactives centre near -15; many of its hits are not listed in these tables
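HEK-293-derived GP2 cells expressing PTHR1 and a GloSensor cAMP reporter, 3,000/well, plated overnight, given luciferin plus IBMX (each 0.5 mM as added) for 1 h at 37 °C, then compound for 1 h at 37 °C. Luminescence was read after 15 min at room temperature.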
* marks the source's active call; other numbers are inactive results; i = inactive; ? = inconclusive; . = no result given; & = joins results of further samples; [ ] = another dose, or the depositor's remark. Unless noted, the call rests on the fitted dose curve; in most records, active means well fitted curve in the direction sought with a large enough effect; inconclusive means small, poorly fitted or top-dose-only effect, or another doubt; inactive means no such curve, though single readings can be large; an effect the other way counts as inactive or inconclusive.

Molecule	GLP-1R inv ag	PLK1 PBD block	EPAC1 antag	IL2 activator	HEK293 tox	PTHR1 agonist	PI5P4Ka inh	GLP-1R agonist	EPAC1 ag
CCC(C)/C(C)=N/Nc1ccc(S(N)(=O)=O)cc1[N+](=O)[O-] (configuration not stated)	30%	-10%	-10%	-0.8	-11%	i	-11	23%	14%
c1ccc(N2CCN(c3nccn4ccnc34)CC2)nc1	4%	-8%	-8%	-0.3	13%	-29%	-1	16%	6%
COc1cc(OC)cc(C(=O)Nc2nnc(-c3cccnc3)o2)c1	8%	-4%	11%	0.2	8%	i	1	-3%	2%
CCN=C1SC(C(=O)NCCc2ccccc2)CC(=O)N1CC (configuration not stated)	0%	-18%	-6%	0.1	-13%	-18%[57.5 µM]	2	-4%	0%
CCOc1ccc(C(=O)NCC(=O)NCCSc2ccc(Br)cc2)cc1OCC	?	2%	-7%	-2.1	2%	-22%	12	3%	6%
COc1cc(/C=C2\SC(=O)N(CC(=O)Nc3cccc(C)c3)C2=O)ccc1OC(C)C(=O)O (configuration not stated)	9%	-7%	-5%	0.8	-9%	-13%	-13	2%	5%
COc1cc(NC(=O)CN2C(=O)NC(C)(CC(C)C)C2=O)cc(OC)c1 (configuration not stated)	-16%	-2%	-5%	-2.4	-3%	-10%[57.5 µM]	-8	-7%	1%
CCSC1=NCCN1S(=O)(=O)c1ccc(NC(C)=O)cc1	6%	-10%	-6%	-1.4	4%	-1%	5	2%	3%
CC(Oc1ccccc1F)C(=O)NCCN1CCCCC1 (configuration not stated)	13%	-2%	3%	-0.1	-4%	i	5	0%	-9%
O=C1[C@@H]2C(c3cccnc3)=NO[C@@H]2C(=O)N1c1ccc2ccccc2c1	3%	?	14%	-2.5	?	-1%	-21	1%	-3%
CCC(C)c1ccccc1N1CC(C(=O)Nc2cc(S(=O)(=O)N3CCOCC3)ccc2OC)CC1=O (configuration not stated)	13%	-17%	-2%	-2.6	-5%	-10%	-3	-4%	-8%
CCN1CCN(C(=O)CCc2nnc3ccc(N4CCN(c5cccc(OC)c5)CC4)nn23)CC1	10%	1%	-5%	0.0	-2%	i	1	-3%	-3%
CN1C(=O)Cn2c1nc1ccccc12	1%	-6%	-7%	0.2	3%	-14%[57.5 µM]	3	-22%	16%
CC(=O)c1ccc(NC(=O)CSc2nnc(Cn3c(=O)sc4ccccc43)n2C)cc1	8%	-3%	-7%	-1.6	3%	-8%	-6	0%	0%
COc1ccccc1C(=O)Nc1ccc(C)c(S(=O)(=O)N2CCCCC2)c1	14µM*	-5%	-20%	-0.3	-8%	-48%[inhibitor]	-5	10%	7%
O=C1Nc2ccc(S(=O)(=O)N3CCCC3)c3ccc(S(=O)(=O)N4CCCC4)c1c23	1%	-3%	15%	-2.3	0%	?	.	10%	1%
O=C(NCCCO)C(=O)Nc1cc2c3c(c1)CCN3C(=O)CC2	30%[activator]	-5%	-3%	-1.1	-5%	i	-2	-8%	-1%
C=CCNC(=O)c1ccccc1Cl	0%	2%	0%	-1.2	3%	-12%	.	0%	6%
COc1ccc(NC(=O)CSc2nnc(NC(=O)CN3CCOCC3)s2)cc1	8%	-17%	-3%	-0.8	-9%	-26%	-6	-1%	-7%
Cc1n[nH]c(C)c1CCCCOc1ccccc1[N+](=O)[O-]	35%	2%	-7%	-4.4	2%	-58%	-6	11%	-6%
CCn1cc(C(=O)O)c(=O)c2ccc(C)nc21	0%	-16%	-9%	2.9	-8%	-1%	1	7%&3%	-6%
COc1ccc([C@H]2CC(=O)C=C(c3cc4ccccc4c4ccccc34)C2)cc1	?	-4%	3%	-1.3	-10%	-4%	4	2%	4%
O=C(Nc1ccc(C(=O)N2CCCC2)cc1)C1CCC1	17%	-3%	4%	-0.5	5%	i	8	-4%	0%
CC(=O)N1CCC(N(CCN2CCOCC2)C(=S)Nc2c(C)cccc2C)CC1	19%	3%	-4%	0.4	-26%	-21%	10	-1%	5%
CCC(C)(C)NC(=O)c1ccc(S(=O)(=O)N(C)c2ccccc2OC)cc1	?	-8%	-14%	-2.0	-19%	i	-8	-2%	-4%
COc1ccc(-c2cc(C(F)(F)F)nc(SCCC(=O)NCc3ccco3)n2)cc1	?	-10%	21%	-0.9	?	-2%[57.5 µM]	5	-20%	-18%
O=C(Cn1[nH]c(=O)c2ccccc2c1=O)OCC(=O)N(Cc1ccccc1)Cc1ccccc1	0%	-5%	-7%	0.7	-15%	i	-6	-1%	10%
Cn1c(=O)n(CC(=O)O)c(=O)c2c1nc1n2CCS1	11%&7%	-1%&4%	-1%&10%	-1.6&-0.3	7%&10%	i	-1	-3%&-1%	2%&6%
COc1ccc(C(O)c2ncc(-c3cccc4ccccc34)[nH]2)cc1F (configuration not stated)	?	3%	-7%	-0.5	-12%	i	3	4%	3%
CC(C)Cn1cnc2c1c(=O)n(CC(=O)NN)c(=O)n2Cc1ccccc1	-15%	0%	-6%	0.4	-16%	-30%[inhibitor]	1	4%	5%
CCOC(=O)c1c(NC(=O)C2CCN(S(=O)(=O)c3cccs3)CC2)sc(C)c1C	-1%	-14%	-3%	-0.5	-1%	i	-1	2%	-19%
CC1S/C(=N/N=C/c2ccco2)N(Cc2ccc(F)cc2)C1=O (configuration not stated)	?	-18%	-8%	0.5	4%	-33%[inhibitor]	-20	-6%	0%
Cc1ccc(NS(=O)(=O)c2ccc(C(=O)OCC(=O)Nc3cc(C)on3)cc2)cc1	11%	-4%	-13%	0.5	-5%	-11%	0	13%	-10%
C=CCNC(=S)N/N=C/c1ccc(-c2cc(Cl)ccc2Cl)o1	-25%	-6%	7%	-0.1	-12%	-29%[57.5 µM]	-7	0%	11%
O=C(O)c1ccccc1C(=O)c1ccc(Br)s1	6%	4%	-4%	0.2	2%	i	12	-1%	14%
O=C(c1ccccc1)N1CCOC(O)(c2ccccc2)C1c1ccccc1 (configuration not stated)	?	-6%	-14%	-2.3	-2%	i	-13	2%	-11%
S=C(Nc1ccc2nc(-c3ccccn3)c(-c3ccccn3)nc2c1)N1CCCCCC1	18%	?	16%	1.0	3%	i	5	20%	3%
COc1ccc(/C=C(/NC(=O)c2cccs2)C(=O)NCc2ccco2)cc1OC	?	-9%	-1%	-1.0	-4%	-11%	0	2%	-16%
CCOc1ccc(C(=O)Nc2nnc(NC(=S)Nc3ccccc3)s2)cc1	0%[7.66 µM]	?	3%	-0.2	-7%[7.66 µM]	-12%	?	-2%	-10%
Cc1ccn2cc(-c3cccc([N+](=O)[O-])c3)nc2c1	?	-10%	-20%	-3.2	-6%	-89%[inhibitor]	-3	0%	10%
CCCN(CC(=O)Nc1cccc(S(N)(=O)=O)c1)CC(=O)Nc1ccc(F)c(F)c1F	-29%	0%	-9%	-0.3	-9%	i	1	-2%	-15%
COc1cccc(N2CC(C(=O)Nc3ccc(C(=O)OC(C)C)cc3)CC2=O)c1 (configuration not stated)	?	0%	-14%	-0.4	15%	-19%[57.5 µM]	17	2%	1%
Cc1cccc(C(=O)Nc2ccc(N3CCN(C(=O)c4ccco4)CC3)cc2)c1	3%	-1%	-3%	-0.6	-10%	i	0	14%	4%
Cc1c(-c2ccccc2)oc2c(C(=O)OCC(=O)Nc3cccc(F)c3)cccc2c1=O	13%	6%	6%	-1.4	3%	i	-1	-3%	3%
CCC(=O)NC(Nc1cccc(C)n1)(C(F)(F)F)C(F)(F)F	10%	-7%	7%	-1.2	7%	-9%	9	1%	5%
O=S(=O)(c1ccc(OCC(O)CNC23CC4CC(CC(C4)C2)C3)c(Cl)c1)N1CCOCC1 (configuration not stated)	?	3%	-19%	-2.9	?	-9%	16	7%	-5%
[N-]=[N+]=CC(=O)CCCN1C(=O)c2ccccc2C1=O	7%	-14%	4%	-1.8	-12%	i	0	5%	-5%
CCN(C(=O)CSc1nc(N)cc(=O)[nH]1)c1c(N)n(Cc2ccccc2)c(=O)[nH]c1=O	10%	-3%	-1%	0.7	0%	i	-3	-5%	-5%
COc1ccc(N=C2SCC(=O)N2c2ccc(OC)cc2)cc1	2%	-1%	?	-0.2	6%	-30%[inhibitor]	.	4%	10%
COc1ccc(NC(=O)/C(=C\c2ccncc2)NC(=O)c2ccccc2)cc1	-5%	-8%	4%	1.1	4%	-9%	-9	5%	0%

Quoted from the listing.
PLK1 PBD block with `Cc1n[nH]c(C)c1CCCCOc1ccccc1[N+](=O)[O-]` = 2%
PI5P4Ka inh with `COc1ccccc1C(=O)Nc1ccc(C)c(S(=O)(=O)N2CCCCC2)c1` = -5

The results go on.
Molecule	GLP-1R inv ag	PLK1 PBD block	EPAC1 antag	IL2 activator	HEK293 tox	PTHR1 agonist	PI5P4Ka inh	GLP-1R agonist	EPAC1 ag
COc1cc(C(=O)N(C)CC2CCN(CCc3cccc(C(F)(F)F)c3)CC2)ccc1C	?	-1%	?	-1.6	-38%	-34%	22	0%	-14%
COc1ccc(OC)c(NS(=O)(=O)c2ccc3c(c2)C(C)(C)C(=O)N3C)c1	5%&14%	-9%	-3%	-1.2	3%&-11%	-11%&-31%	-2	2%	0%
CC(=O)c1sc(NCc2ccc(C)cc2)nc1C	23%	-23%	-13%	-0.8	1%	i	1	20%	0%
O=C(CSc1nnc(Cn2c(=O)sc3ccccc32)n1-c1ccccc1)N1CCOCC1	-2%	?	-1%	-0.6	-5%	i	.	-3%	-5%
COc1ccc2[nH]c(C)c(CCN3C(=O)C4CC=CCC4C3=O)c2c1 (configuration not stated)	?	21µM*	-11%	0.1	11%	-2%	0	10%	5%
O=C(Cn1cnc2ccccc21)N/N=C/c1ccccc1	1%	-1%	-7%	0.3	9%	-27%	-3	-2%	4%

A portion of the library (hit frequency here may not be typical).
